ssDAF12 agonist – activates DAF-12 receptor from parasite S. stercoralis; HEK293 ssDAF-12/GRIP1 lit1-tk-luc reporter, luminescence; % of 3 µM dafachronic acid response; activation, % at 6.8 µM; 1% of 370,000 active;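 active = activation above the mean over all tested compounds plus 3 SD, cut at about 0.9% in these data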;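 also: 0% = DMSO-only wells and 100% = 3 µM delta7-dafachronic acid wells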
FXN GAA850 act – frataxin GAA850 promoter activation; HEK293 lucGAA850 FXN promoter luciferase reporter, 24 h; percent of 10 µM SAHA response; activation, % at 6 µM; 0.56% of 360,000 active;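 active = activation above the average of all compounds screened plus 3 SD, cutoff fixed separately per campaign, cut at about 7.5% in these data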;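 also: 0% = DMSO wells and 100% = 10 µM SAHA wells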
HGIII-sPLA2 inh – Inhibits HGIII-sPLA2 liposome hydrolysis, primary screen. QFRET BODIPY PC-A2 liposome hydrolysis, fluorescence. inhibition, % at 12.2 µM. 0.56% of 370,000 active. Q9NZ20;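 active = inhibition above mean plus 3 SD of compounds lying within the high and low control bounds, cut at about 19% in these data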;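 also: 0% = median of test compound wells and 100% = no enzyme DMSO wells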
Target sequence (Q9NZ20 whole entry, looked up): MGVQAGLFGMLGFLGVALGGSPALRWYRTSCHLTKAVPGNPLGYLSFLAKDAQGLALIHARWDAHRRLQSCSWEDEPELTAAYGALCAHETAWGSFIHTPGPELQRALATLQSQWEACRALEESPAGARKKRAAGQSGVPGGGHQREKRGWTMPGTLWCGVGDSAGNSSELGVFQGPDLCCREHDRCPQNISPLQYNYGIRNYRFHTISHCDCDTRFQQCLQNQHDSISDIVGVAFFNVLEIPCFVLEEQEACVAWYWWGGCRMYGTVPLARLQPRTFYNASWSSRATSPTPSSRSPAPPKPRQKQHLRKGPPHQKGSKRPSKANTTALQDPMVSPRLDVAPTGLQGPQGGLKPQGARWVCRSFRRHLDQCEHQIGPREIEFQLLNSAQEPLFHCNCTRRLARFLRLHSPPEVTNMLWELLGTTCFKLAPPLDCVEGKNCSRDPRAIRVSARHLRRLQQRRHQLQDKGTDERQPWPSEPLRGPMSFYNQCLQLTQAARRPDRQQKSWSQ
hcDAF12 agonist – activates DAF-12 receptor from parasite H. contortus; HEK293 hcDAF-12 lit1-tk-luc reporter, luminescence; 0% DMSO, 100% Δ7-dafachronic acid; AID 652067; activation, % at 6.8 µM; 1.4% of 370,000 active;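 active = activation above the mean of all tested compounds plus 3 SD, cut at about 5.5% in these data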;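 also: 100% = response to 3 µM Δ7-dafachronic acid high control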
PG9 Ab binder – PG9 antibody binding by small molecule | TR-FRET gp120-PG9 antibody binding | inhibition, % at 6.7 µM | 0.43% of 360,000 active | AID 624416; in the data active = inhibition above about 8.5%
DAX1 inh-1 – inhibitors of DAX1 repression of SF-1 activated StAR promoter. HEK293T StAR-luciferase reporter, SF-1/DAX-1 repression relief. inhibition, % at 6.8 µM. 1.1% of 370,000 active. AID 652010;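 active = inhibition above the mean over all tested compounds plus 3 SD, cut at about 3.6% in these data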;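 also: 0% = DAX-1 cells with DMSO and 100% = cells lacking DAX-1 with DMSO; higher inhibition means more luminescence from relief of DAX-1 repression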
SMARCA2 act – activators of SMARCA2 function; MG213 cells, MMTV-luciferase reporter, dexamethasone, overnight; activation, % at 9.1 µM; 1% of 370,000 active; AID 652017; in the data active = activation above about 7.8%;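 also: 0% = vehicle wells and 100% = reference activator wells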
PLC-beta3 inh – inhibitors of human phospholipase C beta3 | Q01970 | Purified PLC-beta3, fluorogenic substrate, fluorescence | inhibition, % at 12.2 µM | 0.18% of 370,000 active; in the data active = inhibition above about 11%;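 also: 0% = median of compound wells on plate and 100% = full blocker control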
DAX1 inh-2 – inhibits human nuclear receptor DAX1 | AID 504766 | HEK293 Gal4-DAX1 luciferase reporter, luminescence | inhibition, % at 6.75 µM | 0.99% of 340,000 active;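 active = inhibition above the mean over all tested compounds plus 3 SD, cut at about 4.2% in these data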;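 also: 0% = DAX1-transfected cells with DMSO and 100% = empty-vector control cells with DMSO; inhibition shows as a rise in luminescence from relieved DAX1 repression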
Target sequence (P51843 207-470 limits assumed): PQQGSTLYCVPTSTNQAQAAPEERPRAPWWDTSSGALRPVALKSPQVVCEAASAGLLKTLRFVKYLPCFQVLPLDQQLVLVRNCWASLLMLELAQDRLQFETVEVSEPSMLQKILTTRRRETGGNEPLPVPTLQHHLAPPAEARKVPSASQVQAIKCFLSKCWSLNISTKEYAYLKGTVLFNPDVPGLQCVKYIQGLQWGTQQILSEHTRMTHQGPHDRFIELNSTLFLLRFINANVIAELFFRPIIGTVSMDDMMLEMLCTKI
hgDAF12 agonist – agonists of H. glycines DAF-12 nuclear receptor. HEK293 GAL4-hgDAF12 UAS-luciferase reporter, agonist luminescence; normalized to butyrate control. activation, % at 6.8 µM. 1.8% of 370,000 active. AID 687014;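 active = activation above a cutoff set at the mean of all screened compounds plus 3 SD, cut at about 10% in these data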;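 also: 0% = DMSO wells and 100% = sodium butyrate wells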
Rev-erbA mod – modulates human Rev-erb alpha binding to DNA; P20393; Rev-erbα–FITC-DNA binding, fluorescence polarization, 90 min; activity, % at 10 µM; 0.79% of 370,000 active; AID 1259318;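 active = activity above about 14%, limit read from the data; passing the limit was not always enough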;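 also: 0% = DMSO wells with 35 nM protein and 100% = DMSO wells with 750 nM protein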
* marks the source's active call; other numbers are inactive results; . = no result given.

SMILES	ssDAF12 agonist	FXN GAA850 act	HGIII-sPLA2 inh	hcDAF12 agonist	PG9 Ab binder	DAX1 inh-1	SMARCA2 act	PLC-beta3 inh	DAX1 inh-2	hgDAF12 agonist	Rev-erbA mod
N#CCCN(C(=O)COC(=O)CCC(=O)c1ccc(F)cc1)c1ccccc1	-0.8	2.0	10	0.7	0.0	-0.2	-3	-8	0.5	-1.6	1
CCOC(=O)Cn1cnc2scc(-c3ccccc3)c2c1=O	-0.8	-0.2	0	-0.1	-2.2	-0.1	3	-2	0.5	-1.4	-2
CCn1ncc(S(=O)(=O)N2CCN(c3cccc(OC)c3)CC2)c1C	-1.3	0.5	-1	0.2	-0.2	0.7	-3	-6	-0.9	-0.4	1
O=C(Cc1c(F)cccc1Cl)NNC(=O)Nc1ccc2c(c1)OCO2	-0.8	-0.7	-1	-1.9	-2.2	0.1	-1	-10	0.1	-1.0	-5
COCCSc1nnc(NC(=O)C(C)(C)C)s1	-0.1	2.8	2	2.2	-3.5	0.9	7	2	0.7	3.1	-6
COc1ccc(NC(=O)c2cn3c(nc4ccccc43)c(C#N)c2C)cc1	-1.4	-1.5	1	-2.0	0.4	-0.3	-1	-20	-1.3	0.6	10
C/C(=C(\C#N)C(=O)NCCCN1CCOCC1)N(C)C	-1.0	-1.9	5	-0.8	0.4	-0.1	0	-3	0.2	-0.6	0
CCN1CCN(c2nc(Nc3cccc(C)c3)nc(N)c2[N+](=O)[O-])CC1	-0.6	2.4	10	-1.1	1.8	2.1	0	2	1.9	-2.8	3
CCN1CCN(C(c2cccs2)C(C)NC(=O)c2cccnc2)CC1 (centres undefined)	-0.8	-1.2	-2	-0.9	1.4	0.1	1	-3	-0.5	4.4	-1
COc1cc(NC(=S)NC(=O)c2ccc(C)cc2C)ccc1NC(=O)c1cccs1	-1.0	-1.1	1	-1.1	0.8	0.5	1	1	0.2	-0.5	13
Cc1cc(Br)ccc1S(=O)(=O)NCc1ccccc1	-0.9	1.2	-7	-2.3	-1.8	-0.1	-1	-7	0.1	0.5	0
Cn1c2ccccc2c2nnc(SCC(=O)NC3CC3)nc21	-1.5	0.8	-1	0.0	-2.9	0.2	-1	-7	-0.6	1.1	4
CC(C)(C)OC(=O)C[C@@H]1C/C=C\C[C@@H](CC(=O)N[C@@H](CO)Cc2ccccc2)C(=O)NCCOC1=O	-1.2	1.1	0	-0.1	-0.9	-0.5	-2	-1	-0.4	-0.5	-7
O=C(O)C1CCCCC1C(=O)Nc1ccc(S(=O)(=O)N2CCCC2)cc1 (centres undefined)	-1.3	0.6	6	0.4	-1.0	0.5	-3	-1	-0.2	1.5	-1
CCS(=O)(=O)CCSC1OC(COC(C)=O)C(OC(C)=O)C(OC(C)=O)C1OC(C)=O (centres undefined)	-1.6	-0.4	-1	-1.1	1.0	0.5	2	-2	-0.1	-0.2	-4
Cc1cc2nc3n(c2cc1C)CC1CC(C(=O)NCc2ccccc2)N(C)C31 (centres undefined)	-1.8	3.5	-6	-1.6	0.3	0.0	0	0	1.9	-0.2	0
CCOC(=O)C1(C)NC(c2ccc(OC)c(OC)c2)C2C(=O)N(CC)C(=O)C21 (centres undefined)	-0.8	2.4	2	-0.8	1.5	0.9	-4	1	0.7	-0.8	-10
Nc1c(Cl)ncnc1N/N=C/c1ccc(O)cc1	-1.4	7.8*	2	-0.6	-8.8	-0.5	1	-19	-0.4	1.4	4
COc1ccc(C2=NN(C(=O)c3ccco3)C(c3ccco3)C2)cc1OC (centres undefined)	-1.6	0.4	-3	-1.7	-0.1	-0.3	6	-22	-0.1	5.3	0
CCOc1cc(/C=C/c2nc3ccccc3s2)ccc1OCC(=O)N1CCOCC1	-1.5	0.6	-10	-4.1	-0.8	-1.8	3	-168	-1.3	1.6	-3
CCc1cc(=O)oc2c(C)c(OC(C)C(=O)NCCCN3CCOCC3)ccc12 (centres undefined)	-1.2	-0.5	-1	-0.5	0.1	-0.5	-3	-13	0.1	-0.9	-2
CCOC(=O)[C@]12CCCC=C1N(CCC1=CCCCC1)C(=O)[C@H](CC(=O)NCc1cccc(C(F)(F)F)c1)C2	-1.1	.	-9	-2.2	1.4	-1.3	-3	4	.	-3.0	0
COc1ccc(CNc2ccc(-c3ccccc3OC)nn2)cc1	-1.0	1.6	-5	-2.2	-1.2	-0.1	-1	2	0.1	3.6	7
CC(NC(=O)CCCn1cc([N+](=O)[O-])cn1)c1ccccc1 (centres undefined)	-2.5	2.6	-2	-2.3	0.9	1.0	1	-7	2.1	-3.0	0
O=S(=O)(c1cccc(Cn2nnc(-c3ccc(F)cc3)n2)c1)N1CCOCC1	-1.1	1.1	-10	-2.4	-2.8	-4.5	-2	0	-0.6	-3.4	11

More compounds follow:
SMILES	ssDAF12 agonist	FXN GAA850 act	HGIII-sPLA2 inh	hcDAF12 agonist	PG9 Ab binder	DAX1 inh-1	SMARCA2 act	PLC-beta3 inh	DAX1 inh-2	hgDAF12 agonist	Rev-erbA mod
CC(C)CC(OC(=O)c1nsc(Cl)c1Cl)C(=O)NC1CCCC1 (centres undefined)	-0.7	0.3	0	-0.1	0.3	0.9	-3	-2	-1.3	-0.5	-1
Cn1c(=O)c2c(nc(CN3CCOCC3)n2CCc2ccccc2)n(C)c1=O	-0.8	0.8	-8	-1.0	0.8	-0.3	-1	0	2.6	-1.8	-6
COc1ccc(N/C(C)=C/C(=S)Nc2ccccc2)cc1	0.3	3.1	-2	10*	-1.0	1.4	12*	-3	-0.8	19*	3
Cc1csc(SCC(=O)Nc2cc(C(N)=O)cc(C(N)=O)c2)n1	-1.3	0.3	1	-0.1	-0.2	0.0	3	1	0.2	3.2	-6
Cc1ccc(/C=C/C(=O)NCc2ccc(S(N)(=O)=O)cc2)o1	-1.6	-1.6	-7	-0.5	0.7	0.2	0	-25	1.9	-1.8	-1
COC(=O)CSc1nc(-c2ccccc2)c2c(c1C#N)CCCC2	0.2	0.0	-4	-0.5	1.1	-0.6	-3	-19	0.9	0.4	6
CC1(c2ccc3c(c2)OCO3)NC(=O)N(CC(=O)Nc2ccccc2[N+](=O)[O-])C1=O (centres undefined)	0.1	0.4	-3	2.2	0.1	-1.0	-2	-4	1.0	2.5	-5
CC1=C(C(=O)Nc2ccccc2)C(c2ccco2)n2ncnc2N1 (centres undefined)	-1.5	2.1	15	2.2	-0.1	0.9	-4	1	-0.9	-0.4	-1
CC(C)c1ccc(NC(=O)Cn2cccc2C2=NC(c3ccccc3)CO2)cc1 (centres undefined)	-0.5	-0.1	-6	-0.7	-0.7	-0.3	3	3	-1.0	-0.1	-10
CCCNC(=O)C1(C)CCN(Cc2cccc(OC(=O)c3ccccc3)c2)C1 (centres undefined)	-1.0	-0.6	-8	-0.4	-0.2	0.0	-6	9	.	0.8	4
O=C(N[C@@H](Cc1ccccc1)C(=O)N1CCN(S(=O)(=O)c2ccccc2F)CC1)c1ccco1	-1.4	1.1	15	1.6	-1.2	-0.1	-4	-9	-0.3	-2.2	-3
CCN(C(=O)COC(=O)c1ccc(OC)c(S(=O)(=O)N(C)Cc2ccccc2)c1)C1CCS(=O)(=O)C1 (centres undefined)	-1.3	0.6	-11	-1.1	0.7	-1.0	0	-2	1.7	0.2	6
CCCn1c(SCC(=O)Nc2ccc(OC)cc2[N+](=O)[O-])n[nH]c1=O	-1.9	1.3	-6	-1.0	-0.5	-0.6	-3	-9	-1.0	0.1	-5
Cc1ccc2nc(N3CC(=O)Nc4ccccc43)nc(-c3ccccc3)c2c1	-0.9	2.3	4	0.6	0.7	0.2	-1	-21	2.6	-2.6	0
CCCCCN(C(=O)COC(=O)c1ccc(Br)o1)c1c(N)n(CCCC)c(=O)[nH]c1=O	-1.1	-2.3	-1	-0.9	-0.1	0.1	0	-2	0.4	-2.5	-2
COc1cc2c(cc1OC)[C@@H](NC(=O)CCC1CCCCC1)[C@H](O)C2	-0.7	0.9	3	-1.1	2.9	2.7	-4	1	-0.2	-1.3	1
COCCn1nnnc1CN1CCC(NC(=O)c2ccc(Br)cc2)CC1	-1.0	-1.0	-2	-0.1	0.6	-0.1	-1	0	-0.9	-2.0	1
O=C(c1cccc(Cl)c1Cl)N1CCN(c2ccccn2)CC1	-0.8	-2.1	-1	-2.0	-2.1	-0.9	-3	0	1.2	0.3	0
Cc1cc(C)c(C(=O)N2CCCC(N3CCN(c4ccc(F)cc4)CC3)C2)o1 (centres undefined)	-1.3	1.1	-4	-2.1	-1.5	-2.2	0	-5	-1.6	-0.5	1
O=C(Nc1nonc1-c1ccc(Cl)cc1)c1ccccc1	-2.3	3.6	-11	-2.4	0.5	-1.2	-6	-3	0.2	-1.6	-3
CC(C)(C)NC(=O)CN(C(=O)c1csnn1)c1ccccc1-c1ccccc1	-0.7	-1.8	-4	-1.6	-9.7	0.3	-1	1	-0.3	-1.6	0
COc1ccc(NS(=O)(=O)c2ccc(O)c([N+](=O)[O-])c2)cc1S(=O)(=O)N1CCCCC1	-0.2	-0.4	-2	-0.8	-0.8	0.0	-2	2	1.8	0.4	-2
COC(=O)c1ccc(COc2ccccc2[N+](=O)[O-])o1	-0.9	2.7	6	-1.6	-0.7	0.5	5	4	4.1	0.7	0
CCOc1ccc(/C=N/n2c(SC)nnc(C(C)(C)C)c2=O)cc1	-1.1	0.8	1	0.1	-2.9	1.0	0	2	0.5	-0.8	-4
COc1ccc(NC(=O)COc2ccc(C)nc2[N+](=O)[O-])cc1S(N)(=O)=O	-1.7	0.6	-2	-0.3	-4.2	-0.9	3	-4	0.7	1.6	-5

The list continues:
SMILES	ssDAF12 agonist	FXN GAA850 act	HGIII-sPLA2 inh	hcDAF12 agonist	PG9 Ab binder	DAX1 inh-1	SMARCA2 act	PLC-beta3 inh	DAX1 inh-2	hgDAF12 agonist	Rev-erbA mod
COc1ccc2[nH]c(C)c(C(=O)CN3CC(C)OC(C)C3)c2c1 (centres undefined)	-1.0	-0.2	-6	0.5	-2.8	-1.0	-3	-3	0.7	2.3	-3
O=C1CC(c2cccc(Br)c2)c2cc3c(cc2N1)CCC3 (centres undefined)	-1.4	-2.5	2	-3.8	-1.1	-3.4	-3	-2	-2.7	-2.1	8
CCN(CC)c1ncnc2c1cnn2Cc1ccc(C)cc1	-1.3	4.2	2	-1.8	0.8	-0.5	0	1	0.0	-0.4	2
CC(C)C1C(=O)N(Cc2cn(Cc3ccco3)nn2)CCS(=O)(=O)N1Cc1ccc(-c2ccc(F)nc2)cc1 (centres undefined)	-1.3	2.2	-13	1.2	-1.5	0.2	-4	-2	0.0	1.5	0
CCN(C(=O)CSc1nc2c(cnn2-c2ccccc2)c(=O)[nH]1)C1CCS(=O)(=O)C1 (centres undefined)	-0.3	-0.8	4	-1.4	-0.3	-0.8	4	6	-0.8	-1.2	0
O=C(CNc1cc(S(=O)(=O)N2CCOCC2)ccc1N1CCCC1)N1CCc2ccccc21	-0.9	0.9	-4	0.4	0.8	1.0	5	-4	-1.5	0.1	4

3 of the entries above in order of their number in PLC-beta3 inh, largest number first:
smiles,PLC-beta3 inh
COc1cc(NC(=S)NC(=O)c2ccc(C)cc2C)ccc1NC(=O)c1cccs1,1
Cn1c(=O)c2c(nc(CN3CCOCC3)n2CCc2ccccc2)n(C)c1=O,0
COc1ccc(NC(=O)COc2ccc(C)nc2[N+](=O)[O-])cc1S(N)(=O)=O,-4
